# Lipid storage S3: qHTS Assay for Lipid Storage Modulators in Drosophila S3 Cells; Drosophila S3 cells, BODIPY lipid droplet fluorescence, 18-24 h; cells fed with added oleic acid; lipid storage change, negative = inhibition, % at the top dose, mostly 46.1 µM; hits show Potency in µM; actives 0.64% (n = 320,000); AID 2685, 2010; active means well fitted inhibition curve with a large enough effect in the signal ratio, with a control signal flat, not every such curve was filed as active; inconclusive means small, poorly fitted or top-dose-only effect, or effect the other way, or a change in a side signal; the % refers to the signal ratio
#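 Drosophila S3 cells loaded with oleic acid (400 uM, as added) and compounds at several concentrations; lipid droplets imaged by 488-nm laser-scanning cytometry, 500–530 nm intensity and object ratio to cell channel. Percent activity normalized to 20 uM Triacsin C.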
# Lipid storage S3 cell count max: further read-out of Lipid storage S3, marked with its call; cell number change, %; measured here: cell count max response;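 cells counted by Cell Tracker Red CMTPX staining in the red channel; peak over a dose series mostly up to 46.1 µM; percent activity relative to internal control wells on each plate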
# Starred values were filed as active, the others as inactive; i = inactive; ? = inconclusive; nt = no result given. On the % scale 0 is the no-effect control and ±100 the full control effect; potency means the concentration at half of the fitted maximal effect.
SMILES,Lipid storage S3,Lipid storage S3 cell count max
CCCCNC1=CC(=O)C(=O)c2ccccc21,3%,9
COc1ccccc1/C=N/NC(=O)C(NC(=O)c1ccccc1)=C(C)C,i,nt
CSCCC(NC(=O)c1ccc(=O)n(C)n1)c1nc2ccccc2[nH]1 (stereo not drawn),?,nt
COc1ccc(Br)cc1S(=O)(=O)N1CCN=C1c1ccccc1,?,nt
Cc1ccc(CC2CC(=O)N(c3cc(Cl)ccn3)C2=O)cc1 (stereo not drawn),-1%,-16
CCc1ccc(OC(C)C(=O)Nc2ccc(S(=O)(=O)Nc3cc(C)on3)cc2)cc1 (stereo not drawn),?,nt
CCOc1ccc(C(C)NC(=O)c2ccccc2F)cc1 (stereo not drawn),?,nt
CC(C)OCCCNC(=O)c1ccc(CS(=O)(=O)Cc2ccccc2F)o1,30%,15
Cc1cccc(N2CCN(C(=S)Nc3ccc4nc(N5CCN(C)CC5)cc(C)c4c3)CC2)c1C,?,nt
CN(C)C(=O)CCCc1nc(-c2ccc(Cl)cc2)no1,?,nt
COc1cccc(C(=O)NCCS(=O)(=O)NCCc2ccc(OC)c(OC)c2)c1,i,nt
COc1ccc(NC(C)=O)cc1NC(=O)c1ccc2ccccc2c1,4%,-8
COc1ccccc1C(=O)Nc1ccccc1SC(=O)c1ccccc1OC,?,nt
CSCCC(NS(=O)(=O)c1ccc2c(c1)oc(=O)n2C)C(=O)NC1CCCc2ccccc21 (stereo not drawn),-5%,13
CCN(CC)S(=O)(=O)c1ccc(NC(=S)NC(=O)C(C)C)cc1,?,nt
CCC(OC(=O)C1=Cc2ccccc2OC1)C(=O)NC1CCCC1 (stereo not drawn),?,nt
CN(C(=O)c1cnc2n(c1=O)CCS2)C1CCCCC1,?,nt
CCC(C(=O)NCCCN1CCN(CC)CC1)n1nc(C)n2c(cc3occc32)c1=O (stereo not drawn),24%,10
O=C(CCS(=O)(=O)c1ccc(Cl)cc1)N1CCN(c2ccccc2F)CC1,i,0
CCOC(=O)c1cc(CC)sc1NC(=O)COC(=O)c1cc[n+]([O-])cc1,?,nt
O=c1c2ccccc2nc2n1-c1ccccc1CCC2,?,nt
CCc1ccc(C(=O)Nc2cc3c(cc2Cl)OCCCO3)cc1,-10%,7
O=C(NC1CCCC1)C(c1cccnc1)N(Cc1ccccc1)C(=O)c1csnn1 (stereo not drawn),?,nt
C=CCNC(=O)c1ccc(CN(c2ccc(OCC)cc2)S(=O)(=O)c2ccc(C)cc2)cc1,?,nt
C[C@]12CC[C@@H]3c4ccc(O[C@@H]5O[C@H](C(=O)O)[C@@H](O)[C@H](O)[C@H]5O)cc4CC[C@H]3[C@@H]1C[C@@H](O)[C@@H]2O,-5%,1

# Next compounds
SMILES,Lipid storage S3,Lipid storage S3 cell count max
O=C(Nc1ccc(-c2nc3ccccc3s2)c(OC(=O)c2ccccc2)c1)c1ccccc1,?,nt
O=C(CCN1C(=O)C2CCCCC2C1=O)Nc1ccc(Br)cc1F (stereo not drawn),?,nt
Cc1cccc(CNC(=O)c2ccc3nc(Cc4ccccc4F)oc3c2)n1,2%,8
COc1cccc(/C=C/C(=O)c2ccc3c(c2)OCO3)c1OC,?,nt
Cc1ccc(Cl)cc1N1CCN(CC(=O)Nc2ccc(CN3CCCCC3)cc2)CC1,-5%,-3
O=C1N=C(N2CCN(c3cccc4ccccc34)CC2)S/C1=C/c1cccs1,i,nt
CCn1cc(S(=O)(=O)CC(=O)Nc2ccc(C)cc2)c2ccccc21,-10%,-13
Cc1nccc(-c2cccc(NC(=O)Nc3ccc(Cl)cc3)c2)n1,14%,-1
C/C(=N/NS(=O)(=O)c1ccc(C)c(C)c1)c1ccncc1,i,27
O=C(Nc1cc(Cl)ccc1-n1cncn1)c1ccc([N+](=O)[O-])o1,13%,8
COc1cc([N+](=O)[O-])ccc1NC(=O)CSc1nccn1C,?,nt
N/C(=N\OC(=O)COc1ccc2ccccc2c1)c1ccncc1,10%,5
Nc1nnc(SCc2ccccc2F)s1,21%,16
CC1=C(C)CC(C(=O)c2ccccc2)C(C(=O)O)C1 (stereo not drawn),?,nt
Cc1sc2ncnc(N3CCC(C(=O)N(C)CC(=O)Nc4ccccc4Br)CC3)c2c1C,?,nt
O=C(COC(=O)Cn1cnc2ccccc2c1=O)NCCC1=CCCCC1,?,nt
CSc1nc(N(C)C)nc(N2CC(=O)N(CCNS(=O)(=O)c3ccc(C)cc3)C2=N)n1,i,-17
CC(C)(CO)NCC(O)COc1ccc2c(c1)CCC2 (stereo not drawn),1%,-6
CCCSc1ncc(Cl)c(C(=O)Nc2ccc(S(=O)(=O)Nc3ncccn3)cc2)n1,?,nt
CCn1ncc(Br)c1C(=O)Nc1cc([N+](=O)[O-])ccc1C,24%,20
Cc1cccc(NC(=O)c2ccccc2NC(=O)CCC(=O)O)c1,5%,12
COc1ccccc1C(=O)Nc1ccnn1C1CCN(C(C)CSC)CC1 (stereo not drawn),?,nt
O=[N+]([O-])c1ccc2nc(NS(=O)(=O)c3ccc(Cl)cc3)sc2c1,?,nt
O=C(CCCc1ccccc1)NCc1ccccc1,?,nt
CCOC(=O)c1c(NC(=O)/C=C/c2ccc(C)o2)sc(C)c1C,?,nt

# The list goes on:
SMILES,Lipid storage S3,Lipid storage S3 cell count max
Cc1ccccc1OCC(O)CN(Cc1ccccc1O)C1CCCCC1 (stereo not drawn),?,nt
COc1ccc(CNC(=O)c2oc3ccc(S(=O)(=O)N4CCOCC4)cc3c2C)cc1,?,nt
Cc1cc(=O)oc2c(C)c(OC(C)C(=O)NCC(O)c3ccccc3)ccc12 (stereo not drawn),?,nt
CCOC(=O)COc1ccc(/C=C/[N+](=O)[O-])c(OCC(=O)OCC)c1,?,nt
CCOC(=O)COc1cnc2ccccc2n1,?,nt
Cc1c(NC(=O)C(C)OC(=O)c2ccc([N+](=O)[O-])s2)c(=O)n(-c2ccccc2)n1C (stereo not drawn),-5%,12
CC(C)(CC(=O)N1CCN(c2ccc(Cl)cc2)CC1)CC1=NS(=O)(=O)c2ccccc2N1,?,nt
CC(=O)c1ccc(NC(=O)CSc2nnc(-c3ccco3)c(-c3ccco3)n2)cc1,-6%,3
CCCN1C(=O)SC(CC(=O)Nc2ccccc2)C1=O (stereo not drawn),8%,-12
O=C(N1CCN(Cc2ccccc2)CC1)C12CC3CC(CC(C3)C1)C2,?,nt
Cc1nnc(SCc2ccc([N+](=O)[O-])cc2)o1,0%,4
CC1CCN(CC(=O)n2c3c(c4ccccc42)CCCC3)CC1,i,-19
COC(=O)c1sc2ccccc2c1NC(=O)c1cccs1,i,nt
COc1ccc(S(=O)(=O)NCC(c2ccc3c(c2)OCO3)N2CCN(c3ccccc3)CC2)cc1 (stereo not drawn),?,nt
CC(C)Cc1ccc(CN2CCCC(NC(=O)CCN3CCCCC3=O)C2)cc1 (stereo not drawn),-12%,-28
NC(=O)CC(NC(=O)c1cccc(Br)c1)c1ccc(NCCN2CCOCC2)c([N+](=O)[O-])c1 (stereo not drawn),?,nt
Cc1cc2occ(CC(=O)NNC(=O)c3ccccc3F)c2cc1C,1%,17
O=C1CC(NCC2CCCO2)C(=O)N1c1ccc(Cl)cc1 (stereo not drawn),i,nt
Cc1cc(N2CCN(C)CC2)nc2ccc(NC(=S)N3CCN(c4ccc(F)cc4)CC3)cc12,2%,6
O=C(COC(=O)CNC(=O)c1ccco1)NCCN1C(=O)CSC1=O,?,nt
Cc1ccnc(NS(=O)(=O)c2ccc(NC(=O)C3CCCNC3=O)cc2)n1 (stereo not drawn),-6%,7
Cc1cccc(NC(=O)CSc2nnc(-c3n[nH]c4ccccc34)o2)c1,-8%,1
COc1cc(C)ccc1OCc1cc(C(=O)NCCN2CCCC(O)C2)no1 (stereo not drawn),?,nt
Cc1cc2c(cc1S(=O)(=O)N1CCN(c3ccccc3F)CC1)OCC(=O)N2,11%,23
CCCCN(C/C=C/c1ccccc1OC)Cc1ccccc1,i,6

# (list continues)
SMILES,Lipid storage S3,Lipid storage S3 cell count max
CCN(CC(=O)Nc1c(F)cccc1F)C(=O)CCN1C(=O)c2cccc([N+](=O)[O-])c2C1=O,9%,17
COC(=O)CSc1nc(N)c(C#N)c(CC(C)C)c1C#N,?,nt
CCNC(=O)C(Sc1ccccc1)c1ccccc1 (stereo not drawn),3%,-2
Cc1cccc(CNc2ncnc3ccc(-c4cccnc4)cc23)c1,28%,15
Cc1cccc(NC2=NC(=S)N(c3ccc(C(=O)O)cc3)C23CCCCC3)c1,-17%,-20
CCOC(=O)CN(C(=O)CSc1nnc(-c2cccc(OC)c2)o1)c1ccc(F)cc1,-3%,nt
Cc1ccc(SCC(=O)Nc2ccc(S(=O)(=O)Nc3ncccn3)cc2)cc1,?,nt
Cc1ccc(NC(=O)CSc2nc(NS(=O)(=O)c3ccc(C)cc3)cc(=O)[nH]2)cc1,i,-13
Cc1ccc(C(=O)c2c3ccc(C(F)(F)F)cc3[n+]([O-])n2CCCC(N)=O)cc1,?,nt
CC1Cc2cc(/C(O)=C3/C(=O)C(=O)N(CCCn4ccnc4)C3c3cccnc3)ccc2O1 (stereo not drawn),-12%,nt
CC(C)CN(CC(C)C)S(=O)(=O)N1CCC(C(=O)NCCc2ccc(Cl)cc2)CC1,?,nt
Cc1cc(Cl)c(S(=O)(=O)NCc2ccncc2)cc1OCC(N)=O,-17%,-18
CN(CC(=O)NCC(=O)Nc1ccc(F)cc1)C1CCS(=O)(=O)C1 (stereo not drawn),?,nt
COC(=O)C(c1ccccc1)C(C(=O)OC)c1ccccc1 (stereo not drawn),14%,-8
Cc1ccc(C)c(N(Cc2ccccc2F)S(C)(=O)=O)c1,?,nt
CCOC(=O)COc1c(/C=N\OC)cc(Cl)cc1OC,?,nt
Cc1ccc(-n2c(C)c(C)c3c(N)ncnc32)cc1,?,nt
Nc1nnc(SCc2ccc(F)cc2)n1-c1ccccc1,6%,3
O=C(c1oc2ccccc2c1N1CCCCC1)N1CCCCC1,?,nt
N#Cc1cccc(NC(=O)COC(=O)Cn2nc(-c3ccccc3)oc2=O)c1,?,nt
CN(C)S(=O)(=O)c1ccc(S(=O)(=O)N2CCCC(C(=O)NC3CC3)C2)cc1 (stereo not drawn),?,nt
O=C(C1CCCO1)N(Cc1ccccc1)c1ccccc1 (stereo not drawn),?,nt
Cc1ccc(NC(=O)CCNC(=O)c2ccccc2Cl)cc1S(=O)(=O)N(C)C,?,nt
COc1cc2c(C(=O)N3CCN(C)CC3)c(CSc3ccccc3)n(C)c2cc1Br,10%,-11
O=C(C(=O)N1CCN(c2ccc([N+](=O)[O-])cc2)CC1)c1cn(CC(=O)N2CCOCC2)c2ccccc12,?,nt

# Other structures.
SMILES,Lipid storage S3,Lipid storage S3 cell count max
COc1ccc(C2(c3ccc(OC)cc3)NC(=O)N(CC(=O)NC(C)C)C2=O)cc1,?,nt
O=C1c2ccc(Oc3ccc4c(c3)C(=O)N(CCCCO)C4=O)cc2C(=O)N1CCCCO,i,-15
CSc1ccccc1C(=O)N1CCC(CCC(=O)NCc2ccc(F)cc2)CC1,-30%,-1
Nc1ccccc1SCc1ccccc1,-2%,nt
CCOc1ccc(-n2cnnn2)cc1S(=O)(=O)N1CCCCC1,i,nt
CCOc1cccc(CNCCNC(=O)c2nonc2N)c1,14%,-24
Cc1cccc(OCCn2cc(/C=N/NC(=O)c3ccncc3)c3ccccc32)c1,?,nt
CCOc1ccc(C(=O)COC(=O)c2nc3nccc(C)n3n2)cc1,?,nt
Cc1ccc(NC(=O)/C(=C/c2cccc([N+](=O)[O-])c2)NC(=O)C2CCCCC2)cc1,?,nt
CN1CCN(C(=O)C2CC(c3c(F)cccc3Cl)=NO2)CC1 (stereo not drawn),?,nt
O=C(CN1C(=O)NC(c2ccccc2)(c2ccccc2)C1=O)N1CCN(c2ccc(F)cc2)CC1,?,nt
Cc1sc2ncnc(SCC(=O)N3CCCCC3)c2c1C,?,nt
NSc1nc(N)c2nc(-c3ccccc3)c(-c3ccccc3)nc2n1,11%,8
c1cc(-c2nc3cc(Cc4ccc5oc(-c6ccncc6)nc5c4)ccc3o2)ccn1,?,nt
Cc1cc(C)cc(NC(=O)CSc2nnc(Cc3cccn3C)n2-c2ccc(F)cc2)c1,?,nt

# Screening data deposited in PubChem BioAssay by National Center for Advancing Translational Sciences (NCATS).

# A portion of the library, so the mix of outcomes need not match the whole.
